From PubChem BioAssay
ERb coact inh – blocks coactivator binding to human estrogen receptor beta; Q92731; TR-FRET ER-beta LBD / SRC1-Cy5 peptide binding; receptor agonist-loaded with 1 µM estradiol; inhibition, % at 25.6 µM; 86,000 tested, 1.3% active;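 active = compounds whose percent inhibition of the receptor-coactivator binding signal exceeds about 50% in the single-dose screen, limit read from the data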;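 note: 0% = receptor plus peptide wells without compound and 100% = peptide-only wells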
PLAP act – activators of human placental alkaline phosphatase; activation fold at 20 µM; 96,000 tested, 1.2% active; purified PLAP enzyme, luminescent substrate read-out; stronger effect = higher value; in the data active = activation fold above about 2
FAK blocker – blocks human focal adhesion kinase activity. Q05397. biochemical FAK kinase activity assay. inhibition, %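 (tested at 7 µM)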. 97,000 tested, 0.84% active; in the data active = inhibition above about 19%;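 note: 0% = DMSO and 100% = reference compound high control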
MT1-MMP txn act – MT1-MMP promoter transcription activation; activation factor at 10 µM; AID 750; 86,000 tested, 0.16% active; HT1080 MT1-MMP promoter luciferase reporter, luminescence, overnight; stronger effect = higher value;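 active = activation factor of at least 2 for MT1-MMP transcription at 10 µM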
ERa SRC1 inh – blocks coactivator binding to human estrogen receptor alpha; inhibition, % at 25.6 µM; AID 629; 86,000 tested, 1.7% active; P03372; TR-FRET ER-alpha LBD / SRC-1 peptide, estradiol-bound; in the data active = inhibition above about 50%;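 note: 0% = receptor plus peptide control and 100% = peptide only without receptor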
Mac1 fbg enh – enhancers of human CD11b/CD18 binding to fibrinogen; activation, % at 10 µM; K562 CD11b/CD18 adhesion to fibrinogen, ATPlite luminescence; 93,000 tested, 0.07% active;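 active = 10 µM primary screen giving 50% or more activity, confirmed by 40% or more on retest at that dose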; note: strong numbers were not always called active; reference of the scale not given here
Target sequence (P05107 whole entry, looked up, other chains not shown): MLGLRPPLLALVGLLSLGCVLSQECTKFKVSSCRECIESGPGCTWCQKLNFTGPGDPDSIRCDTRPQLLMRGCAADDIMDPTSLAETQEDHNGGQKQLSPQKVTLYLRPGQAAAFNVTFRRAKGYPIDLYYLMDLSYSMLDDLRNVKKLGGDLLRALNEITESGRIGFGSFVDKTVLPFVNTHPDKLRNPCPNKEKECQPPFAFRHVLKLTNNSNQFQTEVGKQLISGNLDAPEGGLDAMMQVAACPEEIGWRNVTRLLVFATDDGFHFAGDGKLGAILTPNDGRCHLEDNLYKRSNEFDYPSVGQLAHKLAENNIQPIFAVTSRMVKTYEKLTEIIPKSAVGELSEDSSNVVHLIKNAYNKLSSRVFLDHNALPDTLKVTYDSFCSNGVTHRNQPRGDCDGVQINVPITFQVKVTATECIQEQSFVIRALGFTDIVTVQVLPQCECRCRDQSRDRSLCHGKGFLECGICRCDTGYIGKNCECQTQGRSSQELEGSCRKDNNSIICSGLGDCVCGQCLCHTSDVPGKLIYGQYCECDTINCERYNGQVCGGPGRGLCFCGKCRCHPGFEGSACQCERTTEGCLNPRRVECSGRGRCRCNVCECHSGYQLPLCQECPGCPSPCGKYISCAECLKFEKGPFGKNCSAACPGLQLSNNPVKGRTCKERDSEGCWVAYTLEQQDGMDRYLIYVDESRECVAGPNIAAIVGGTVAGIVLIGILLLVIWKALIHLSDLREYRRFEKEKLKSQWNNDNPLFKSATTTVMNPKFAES
ERa coact pot – ER-alpha (human) coactivator binding potentiation. P03372. TR-FRET ERalpha-LBD/SRC-Cy5 coactivator binding, 2 h; 100 = basal binding, no effect. coactivator binding (% of control), % at 25.6 µM. 86,000 tested, 1.3% active. AID 639; in the data active = activity above about 200%;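 note: binding measured in presence of low estradiol as agonist stimulus; 0% = peptide alone without receptor and 100% = receptor with peptide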
E coli WT exp – E. coli BW25113 growth inhibition, expanded screen. OD600 absorbance. growth inhibition, % at 100 µM. 98,000 tested, 0.15% active. AID 710;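 active = growth inhibition above about 50% at one test dose, limit read from the data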;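 note: growth measured after 20 h incubation at 37 °C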
CD11b adhes inh – inhibitors of human CD11b/CD18 binding to fibrinogen; P05107+P11215; K562 CD11b/CD18 adhesion to fibrinogen, ATPlite luminescence; Mn2+ added to activate the integrin; inhibition, % at 10 µM; 93,000 tested, 0.54% active; AID 1497;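 active = primary inhibition of 50% or more at 10 µM, then 40% or more on retest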; note: some results filed as inactive read as strong as hits
Numbers without * were called inactive; · = no result given; [ ] = another dose, or the depositor's remark.

compound	ERb coact inh	PLAP act	FAK blocker	MT1-MMP txn act	ERa SRC1 inh	Mac1 fbg enh	ERa coact pot	E coli WT exp	CD11b adhes inh
CCCCOc1ccc(CNC(=S)N/N=C/c2ccc(OC)c(OC)c2)cc1	·	1.7	-3	·	·	-2	·	-14	9
CCOC(=O)C(CSCC(=O)c1ccc(Br)cc1)NC(=O)OC(C)(C)C (stereo unspecified)	-12	1.6	0	1.2	-4	3	89	7	-26
CCCc1nc2oc3c(NCC4CCCO4)ncnc3c2c2c1COC(C)(C)C2 (stereo unspecified)	-6	1.4	·	1.1	-4	2	114	3	0
CCc1sc(N2C(=O)C3C4CCC(C4=C(C)C)C3C2=O)nc1-c1ccccc1 (stereo unspecified)	·	1.4	11	·	·	-3	·	-12	6
O=C(CCCCn1c(=O)[nH]c2ccccc2c1=O)NCc1ccc2c(c1)OCO2	-19	0.9	-3	1.1	-6	-2	103	-3	-13
O=C(OCC(=O)N1CCCC1)c1cccs1	16	1	-3	1.2	15[fluorescence artefact?]	-3	77	1	-3
N#CCSc1nc2c(cc1C#N)CCCC2	-7	1	6	0.9	8[fluorescence artefact?]	-2	105	-3	-9
O=S1(=O)CCN=C2SC3=C(CCCC3)N21	12	0.9	-8	1.1	0	-1	101[fluorescence artefact?]	0	-3
N=c1ccn(Cc2ccc(Cl)cc2)cc1	-1	0.9	2	1.1	-5	-1	116	12	20
O=C(NCc1ccco1)C1CCN(c2nc3ccccc3n2Cc2ccc(F)cc2)CC1	-10	1.2	-1	1.1	6	6	90	-9	1
O=C(Nc1cccnc1)Nc1ccc(Br)cc1Cl	-28	1	0	1.2	8	4	102	3	·
O=C(O)CNC(=O)CCN1C(=O)c2ccccc2C1=O	11	0.8	-2	1.1	0	-3	110[fluorescence artefact?]	-3	-25
Cc1ccc(-c2nn3c(C)nnc3c3ccccc23)cc1S(=O)(=O)NCc1ccco1	15	0.9	1	1.1	10	5	78[fluorescence artefact?]	5	29
COc1ccc(CNC(=O)c2ccccc2SC)cc1	-12	0.7	-2	1	-5	1	103	-1	-2
CCn1c(-c2ccccc2Cl)nn(CC(=O)Nc2ccccc2OC)c1=S	·	1	-7	·	·	8	·	6	9
O=C(CNC(=O)c1ccccc1F)OC(C(=O)Nc1cc(C(F)(F)F)ccc1Cl)c1ccccc1 (stereo unspecified)	·	1	1	·	·	0	·	8	7
CCCN1CCN(C(=O)Nc2ccc(C(=O)OCC)cc2)CC1	-6	1.4	-1	1.2	-3	1	104	2	10
CC(=O)c1ccc(NC(=O)C2CCCNC2=O)cc1 (stereo unspecified)	4	0.9	·	1.1	4	0	96	3	-2
CCC(C)N1CC(C(=O)NC2CCCCC2)CC1=O (stereo unspecified)	18	1	-1	1.2	5	-1	92	2	-13
CCn1c(CNC(=O)Cc2ccc(OC)cc2)nnc1SCC(=O)c1ccc(Br)cc1	2	0.9	-2	·	3	1	111[fluorescence artefact?]	0	0
CCCOc1ccc(/C(O)=C2/C(=O)C(=O)N(CCCOC)C2c2ccncc2)cc1 (stereo unspecified)	-1	1.3	2	1	-2	·	124[fluorescence artefact?]	-3	·
Cc1cc(C)c2c(c1)NC(=O)C2(O)CC(=O)c1cccs1 (stereo unspecified)	-7	1	-1	1.2	-3	-1	134	7	8
Cc1cc(C)n(-c2ccc(N3CCOCC3)nn2)n1	-8[fluorescence artefact?]	0.9	4	1.2	0	-6	123	4	-1
O=C(CN(c1ccc(Cl)c(C(F)(F)F)c1)S(=O)(=O)c1ccccc1)N1CCOCC1	-2	1.6	-1	1.2	4	4	99	1	-4
Cc1ccc2nc(SCC(=O)Nc3ccc4c(c3)OCCO4)[nH]c2c1	3	1.8	-1	1.1	-4	-2	97	7	0
O=C(NCC(=O)N(CC1CCCO1)C(C(=O)NC1CCCC1)c1ccc(F)cc1)c1ccco1 (stereo unspecified)	-5	1.1	-3	1.1	3	2	112	-1	3
Cc1ccc(Oc2ccc(NC(=O)c3ccco3)cc2)cc1	6	0.8	·	1.4	0	-1	80[fluorescence artefact?]	6	20
O=C(CC(=O)NCc1cccnc1)NCc1cccnc1	4	0.9	-4	1.1	-1	-2	117	2	-9
COC(=O)c1c(C(=O)OC)c2cc(C)ccn2c1Cl	-1	1.7	7	1.1	-5	-3	115	-1	-7
COc1cc(NC(=S)NC(=O)c2c(OC)cccc2OC)ccc1NC(=O)c1cccs1	·	0.8	1	·	·	-3	·	-5	-12

2 successive compounds out of the list so far, for reference:
compound	ERb coact inh	PLAP act	FAK blocker	MT1-MMP txn act	ERa SRC1 inh	Mac1 fbg enh	ERa coact pot	E coli WT exp	CD11b adhes inh
Cc1cc(C)c2c(c1)NC(=O)C2(O)CC(=O)c1cccs1 (stereo unspecified)	-7	1	-1	1.2	-3	-1	134	7	8
Cc1cc(C)n(-c2ccc(N3CCOCC3)nn2)n1	-8[fluorescence artefact?]	0.9	4	1.2	0	-6	123	4	-1

Continuation:
compound	ERb coact inh	PLAP act	FAK blocker	MT1-MMP txn act	ERa SRC1 inh	Mac1 fbg enh	ERa coact pot	E coli WT exp	CD11b adhes inh
O=C(Nc1ccccc1C(=O)NCC1CCCO1)c1ccc(Cl)cc1Cl (stereo unspecified)	·	0.9	2	·	·	3	·	8	-16
CCc1c(-c2ccccc2)nc2nc(C)c(C)nn12	-6	1.1	-5	1.1	-4	3	108[fluorescence artefact?]	9	0
COc1cc2c(cc1OC)C(c1ccc(-c3ccc(Cl)c(Cl)c3)o1)=NCC2	1	1	0	1.1	0[fluorescence artefact?]	1	117[fluorescence artefact?]	-6	0
Cc1oc(-c2cccs2)nc1CS(=O)CC(=O)NCCc1ccccc1 (stereo unspecified)	10	1.3	-5	1.1	6	-10	83	-3	5
CCO/C(C)=C1\C(=O)Nc2ccccc21	-9	1	1	1.2	-8	-2	98	7	-5
CCOC(=O)c1c(C)[nH]c(C(=O)Cn2c(=O)c3c(ncn3CC)n(Cc3ccccc3)c2=O)c1C	5	·	1	1.1	-5	·	135	-6	·
O=C(c1ccco1)N1CCN(c2ncnc3c2nnn3Cc2ccccc2Cl)CC1	-3	·	-2	1.2	-1	·	90	·	·
COc1ccc(OC)c(NC(=O)c2ccc(S(=O)(=O)N3CCN(C)CC3)cc2)c1	9	1.7	0	1.3	0	-4	95	0	-16
CCOC(=O)/C=C1\Nc2ccccc2SC1=O	-1	1.1	1	1.1	4[fluorescence artefact?]	-1	108	-3	6
CCOC(=O)C1CCCN(C(=O)N2CCOCC2)C1 (stereo unspecified)	7	0.9	-8	1.1	-10	-6	125	7	-4
CCn1nnnc1NCc1ccc(N2CCCC2)cc1	·	0.8	·	·	·	2	·	5	-19
CC(C)Cn1c(Br)nc2c1c(=O)n(CCC#N)c(=O)n2C	10	1.1	1	1.1	-3	-2	123	0	1
CCOC(=O)N1CCN(C(=O)CSc2nc(-c3cccc(C)c3)ns2)CC1	-5	1.4	2	1.1	-1	0	101	-3	-6
CCOC(OCC)P(=O)(C(C)C)C(C)C	·	0.9	-5	1.1	·	-3	·	0	2
COC(=O)c1cccc(S(=O)(=O)N2CCN(c3nc4ccccc4s3)CC2)c1	1	0.8	1	1	-2	0	104	-7	-3
COc1ccc2cc(S(=O)(=O)N3CCCCC3)ccc2c1S(=O)(=O)N1CCCCC1	-2	0.8	0	1	-9	0	102	-4	31
CCOc1cccc(/C(O)=C2/C(=O)C(=O)N(CCN3CCOCC3)C2c2cccnc2)c1 (stereo unspecified)	·	1	-1	1.1	·	-2	·	·	0
COC(=O)c1scc(C)c1N/N=C(\C)c1ccc(F)cc1	-4	1.1	0	1.1	-8	12	100	-11	10
O=C(NCCCN1CCOCC1)c1cc2c(s1)CCCC2	-4	1	1	1.3	-5	8	132	11	-3
COc1ccc(N(C)C(=O)CCS(=O)(=O)c2cccc3nonc23)cc1	-2	1	1	·	-18	1	130[fluorescence artefact?]	5	-13
CC(=O)NC1(C(F)(F)F)C(=O)Nc2c1c(=O)n(C)c(=O)n2C (stereo unspecified)	4	1	2	1.1	-5	-2	100	-2	-15
CCCn1c(N)c(Sc2ccccc2)c(=O)n(CCC)c1=O	-2	0.9	1	1.2	-7	0	82	2	-13
CCCCNC(=O)N(O)C1N(CCCC)C(=O)N(CC(=O)OC)C1(C)C (stereo unspecified)	4	·	-7	·	-6	·	105	·	·
COc1ccc(/C=N/NS(=O)(=O)c2ccccc2)cc1OS(=O)(=O)c1ccc(C)cc1	·	1.4	0	·	·	4	·	-19	7
COc1ccc(CCCc2nnc(SCC(=O)Nc3cc(C)c(C)cc3Br)o2)cc1	-12	1	4	1.1	-5	0	114	-7	-12
Cc1cc(NC(=O)COC(=O)[C@H](C)NC(=O)c2ccccc2)no1	-7	1	-1	1.2	1	-3	88	-4	-3
COc1ccc2c(c1)C1=NN(/C(C)=C\C(C)=O)C(c3ccccc3)C1CC2 (stereo unspecified)	-4	·	4	1.8	-3[fluorescence artefact?]	·	94	·	·
Cc1cc(C)c2c(=O)n(CC(=O)N3CCC(N4CCCCC4)CC3)sc2n1	-3	1.2	-6	1	0	-4	73[fluorescence artefact?]	9	0
CCCn1c(N)c(C(=O)COC(=O)c2c(C)noc2C)c(=O)n(C)c1=O	0[fluorescence artefact?]	1.1	4	1.2	8	-7	83	5	16
Cc1ccc(NC(=O)CC2SC3=NCCN3C2=O)cc1 (stereo unspecified)	2	·	0	1.1	-2[fluorescence artefact?]	·	100	7	·
COCc1cc(C)nc2sc(C(=O)N3CCCC3)c(N)c12	-33	0.8	3	1.1	-41	-2	115	3	-29

Results in MT1-MMP txn act, E coli WT exp and ERa SRC1 inh, for six of the compounds above:
SMILES | MT1-MMP txn act | E coli WT exp | ERa SRC1 inh
O=C(CCCCn1c(=O)[nH]c2ccccc2c1=O)NCc1ccc2c(c1)OCO2 | 1.1 | -3 | -6
COc1ccc2cc(S(=O)(=O)N3CCCCC3)ccc2c1S(=O)(=O)N1CCCCC1 | 1 | -4 | -9
CCCCNC(=O)N(O)C1N(CCCC)C(=O)N(CC(=O)OC)C1(C)C (stereo unspecified) | · | · | -6
CCC(C)N1CC(C(=O)NC2CCCCC2)CC1=O (stereo unspecified) | 1.2 | 2 | 5
CCCN1CCN(C(=O)Nc2ccc(C(=O)OCC)cc2)CC1 | 1.2 | 2 | -3
CCn1c(CNC(=O)Cc2ccc(OC)cc2)nnc1SCC(=O)c1ccc(Br)cc1 | · | 0 | 3
